Screening data: PubChem BioAssay, several laboratories
STAT1 inh: STAT1 signaling inhibition. AID 920. inhibition, % at 5.5 µM. NIH 3T3 STAT1-luciferase reporter, IFN-gamma, luminescence. hit rate 0.35% among 200,000;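 active = inhibition above a set limit, the mean inhibition across all tested compounds plus 3 SD, cut at about 34% in these data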;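 also: 0% = IFN-gamma with DMSO and 100% = IFN-gamma with 300 µM nifuroxazide; values of inactives mirror those of a sister screen read the other way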
APP 5'UTR act: APP 5'UTR luciferase reporter activation; AID 1276; activation, % at 2 µM; hit rate 1% among 190,000; SH-SY5Y APP 5'UTR luciferase reporter, luminescence; zero percent = DMSO vehicle wells;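 active = activation above a set limit, based on mean plus 3 SD of controls, cut at about 140% in these data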; also: values of inactives mirror those of a sister screen read the other way
Redox H2O2 prof: compounds producing H2O2 with reducing agent – biochemical, NIH compound library profiling, artefact control for MLSCN library redox annotation, primary screen; DTT-dependent redox cycling H2O2, phenol red/HRP absorbance; 100% = 100 µM peroxide control, 0% = buffer; activation, % at 10 µM; hit rate 0.03% among 200,000; AID 878;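 active = activation of at least 50% relative to the plate's high and low controls in the primary single-dose screen; inactive = activation below 50%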;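 also: compound incubated with DTT at 0.8 mM final as the reducing agent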
STAT3 act: STAT3 signaling activation | activation (% of control), % at 5.6 µM | U3A cells, IL-6 STAT3-luciferase reporter, luminescence; 100% = signal with IL-6 EC80 alone | hit rate 0.91% among 190,000;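 active = activation above the screen-wide mean of compound activation plus 3 SD, cut at about 130% in these data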;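 also: 0% = background luminescence of wells with medium and substrate only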
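Assay system – human STAT1-deficient U3A cells with stable STAT3-luciferase reporter · Also added – IL-6 (33 ng/mL) · Schedule – compound 1 h, then IL-6 6 h at 37 °C · Technique – reporter luminescence signal · Evaluation – % activation versus median of IL-6-stimulated wells · Benchmarks – IL-6-only wells as 100% reference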
STAT1 act: increases IFN-gamma driven STAT1 reporter signal | NIH 3T3 STAT1-luciferase reporter, luminescence; 100% = IFN-gamma alone, no compound | activation (% of control), % at 5.5 µM | hit rate 2.6% among 200,000 | AID 932;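 active = activation above the screen-wide mean activation plus 3 SD, cut at about 130% in these data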;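 also: raw ratio to IFN-gamma control signal so 100% means no change and 0% no light; values of inactives mirror those of a sister screen read the other way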
NF-kB expr up: compounds increasing NF-kB expression in human neuronal cells. NF-kB reporter expression; active compounds read high. fold change at 12.5 µM. hit rate 1.6% among 190,000. AID 1239; in the data active = fold change above about 3.3
HMGR II inh: blocks class II HMG-CoA reductase of Enterococcus faecalis; purified E. faecalis HMGR, NADPH absorbance 340 nm kinetic; inhibition, % at 10 µM; hit rate 0.41% among 190,000;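 active = inhibition above a set limit, the median over all tested compounds plus 3 SD, cut at about 9.5% in these data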;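 also: enzyme runs in reverse so mevalonate oxidation gives rising NADPH absorbance; 0% = complete reaction with DMSO and 100% = background rate lacking mevalonate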
STAT3 blocker: STAT3 signaling inhibition; U3A cells, IL-6 STAT3-luciferase reporter, luminescence; host cell line lacks STAT1; inhibition, % at 5.5 µM; hit rate 0.89% among 190,000;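 active = inhibition above the mean inhibition across all screened compounds plus 3 SD, cut at about 44% in these data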;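 also: 0% = DMSO only wells and 100% = 100 µM nifuroxazide control wells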
Hsp70 activator: switches on Hsp70 transcription; HeLa Hsp70 promoter luciferase reporter, luminescence; scaled: vehicle 0, proteasome-inhibitor control 100%; activation, % at 10 µM; hit rate 0.04% among 200,000; AID 1203;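 active = activation above the mean across all tested compounds plus 3 SD, cutoff set per campaign, cut at about 5.5% in these data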;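 also: 100% = MG132 at 30 µM as the positive control and 0% = DMSO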
TLR4-MyD88 BLA: inhibitors of human TLR4-MyD88 binding. AID 861. hit rate 0.18% among 200,000. HeLa CL3-4 TLR4/MyD88 BLA complementation, FRET ratio. inhibition, % at 8.4 µM; in the data active = inhibition above about 25%;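 also: 0% = vehicle and 100% = reference inhibitor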
Target sequence (O00206 whole entry, looked up): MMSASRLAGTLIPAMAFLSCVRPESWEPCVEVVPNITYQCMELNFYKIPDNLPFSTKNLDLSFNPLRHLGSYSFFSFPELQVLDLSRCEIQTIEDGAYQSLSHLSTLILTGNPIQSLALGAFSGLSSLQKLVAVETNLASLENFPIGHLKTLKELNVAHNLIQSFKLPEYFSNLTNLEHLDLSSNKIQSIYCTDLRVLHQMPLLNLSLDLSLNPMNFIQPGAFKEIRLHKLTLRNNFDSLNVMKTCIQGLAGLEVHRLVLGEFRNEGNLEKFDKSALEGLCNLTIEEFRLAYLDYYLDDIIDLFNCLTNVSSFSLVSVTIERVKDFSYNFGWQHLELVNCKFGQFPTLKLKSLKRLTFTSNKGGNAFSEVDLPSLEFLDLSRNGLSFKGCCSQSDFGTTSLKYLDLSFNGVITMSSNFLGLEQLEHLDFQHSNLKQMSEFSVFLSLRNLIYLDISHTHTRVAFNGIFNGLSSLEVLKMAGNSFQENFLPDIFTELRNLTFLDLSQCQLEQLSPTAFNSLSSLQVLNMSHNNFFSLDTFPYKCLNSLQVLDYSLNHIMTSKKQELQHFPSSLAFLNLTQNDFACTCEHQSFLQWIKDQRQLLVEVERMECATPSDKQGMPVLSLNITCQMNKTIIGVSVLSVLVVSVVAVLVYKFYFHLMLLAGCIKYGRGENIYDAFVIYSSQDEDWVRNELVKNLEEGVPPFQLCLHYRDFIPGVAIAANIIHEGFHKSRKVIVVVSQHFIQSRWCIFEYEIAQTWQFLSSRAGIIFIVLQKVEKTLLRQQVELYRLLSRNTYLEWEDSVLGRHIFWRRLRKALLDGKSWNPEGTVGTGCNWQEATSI
Target sequence (Q99836 whole entry, looked up): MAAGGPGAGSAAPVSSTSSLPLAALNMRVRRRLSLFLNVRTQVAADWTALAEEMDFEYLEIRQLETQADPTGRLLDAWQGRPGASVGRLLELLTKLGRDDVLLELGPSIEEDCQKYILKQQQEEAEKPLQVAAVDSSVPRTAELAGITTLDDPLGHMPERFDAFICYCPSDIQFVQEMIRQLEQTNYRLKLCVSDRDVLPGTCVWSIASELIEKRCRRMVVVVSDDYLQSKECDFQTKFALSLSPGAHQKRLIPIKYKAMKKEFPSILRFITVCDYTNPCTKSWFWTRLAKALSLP
Active calls of the source: *; x = no result given.

[1] COc1ccc(-c2cc(C(F)F)n3ncc(C(=O)N4CCN5CCCC5C4)c3n2)cc1 (stereo not drawn)
[2] C=CCSc1nccc(-c2cc(Cl)sc2Cl)n1
[3] CCOC(=O)c1ccc(NC(=O)N2CCN(c3ccccn3)CC2)cc1
[4] Cc1cc2nc(CCN(Cc3cccnc3)C(=S)Nc3ccccc3)[nH]c2cc1C
[5] N#C/C(=C\c1ccncc1)C(N)=O
[6] CCSc1nc2ccccc2n1C(=O)/C=C/c1ccc(OC)c(OC)c1
[7] COc1ccc(C(=O)N2CCN(c3ccccn3)CC2)cc1
[8] CCc1ccc(S(=O)(=O)NC(=S)Nc2ccccc2)cc1
[9] CN(C)c1cccc(C(=O)NCc2ccc(Cl)cc2)c1
[10] COc1ccc(-c2nnc(SCC(=O)Nc3cc(F)ccc3C)o2)cc1

Compound	1	2	3	4	5	6	7	8	9	10
STAT1 inh	-3	-4	-2	6	5	7	-3	-3	5	-9
APP 5'UTR act	-25	1	4	-4	-5	-42	-6	-13	6	1
Redox H2O2 prof	7.5	0.1	0.2	-0.2	-1.4	-0.4	0.2	0.0	-1.6	-0.2
STAT3 act	90	87	95	100	111	108	98	94	98	103
STAT1 act	102	103	104	95	95	96	103	102	93	108
NF-kB expr up	0.68	1	0.88	0.82	1.1	1.9	1.1	1.1	1.2	0.97
HMGR II inh	-6	-1	-6	1	-6	-1	0	-1	-8	-5
STAT3 blocker	15	20	9	3	-2	-13	6	17	6	5
Hsp70 activator	-0.2	-0.3	0.1	-0.5	0.2	0.0	0.1	0.3	0.1	0.1
TLR4-MyD88 BLA	-9	3	8	-1	-16	-3	2	-13	-22	-14

[11] CC(=O)Nc1ccc(-c2nnc(SCc3c(C)cc(C)cc3C)n2C)cc1
[12] Cc1ccc2c(CC(=O)N3CCc4ccccc43)coc2c1
[13] COC(=O)C(=C/C(C)=C/c1cccs1)C(=O)OC
[14] COc1ccc(S(=O)(=O)N(C)C)cc1NC(=O)[C@H](Cc1ccccc1)N1C(=O)c2ccccc2C1=O
[15] C/C(=C1/SC(=S)N(CCC(=O)O)C1=O)c1ccc(O)cc1
[16] CC(C)c1ccc(N2C(=O)CSC23C(=O)N2CCCc4cccc3c42)cc1 (stereo not drawn)
[17] COc1ccc(CC(=O)NCc2n[nH]c(=S)n2-c2ccccc2OC)cc1
[18] Cc1c(C(=O)NCC(C)C)sc2nc(-c3ccc(F)cc3)cn12
[19] COc1ccc(C(=O)CSc2nnc(CNc3ccc(C)cc3C)o2)cc1
[20] CC1SC(=Nc2ccccc2)N(S(=O)(=O)c2ccccc2)C1=O (stereo not drawn)

Compound	11	12	13	14	15	16	17	18	19	20
STAT1 inh	5	-42	14	-12	-1	-1	2	-25	-2	-1
APP 5'UTR act	x	119	43	2	3	10	-19	56	-3	16
Redox H2O2 prof	-0.1	1.4	-0.4	0.7	2.1	0.1	-0.3	0.2	1.0	-0.6
STAT3 act	103	113	90	102	97	106	107	96	95	95
STAT1 act	92	138*	88	111	101	105	97	125	100	101
NF-kB expr up	1	2.7	2.1	0.94	1.3	0.97	1	1.5	0.95	1.3
HMGR II inh	-1	1	5	2	-3	-4	1	2	2	0
STAT3 blocker	-3	-4	13	-7	3	-6	-6	5	8	14
Hsp70 activator	-0.1	-0.3	0.4	-0.4	-0.5	-0.3	0.2	-0.3	0.0	-0.2
TLR4-MyD88 BLA	-5	-3	-1	-2	-15	7	-10	-12	-1	7

Fetched one by one from the list above:
[13] COC(=O)C(=C/C(C)=C/c1cccs1)C(=O)OC
[12] Cc1ccc2c(CC(=O)N3CCc4ccccc43)coc2c1
[19] COc1ccc(C(=O)CSc2nnc(CNc3ccc(C)cc3C)o2)cc1

Compound	13	12	19
STAT1 inh	14	-42	-2
APP 5'UTR act	43	119	-3
Redox H2O2 prof	-0.4	1.4	1.0
STAT3 act	90	113	95
STAT1 act	88	138*	100
NF-kB expr up	2.1	2.7	0.95
HMGR II inh	5	1	2
STAT3 blocker	13	-4	8
Hsp70 activator	0.4	-0.3	0.0
TLR4-MyD88 BLA	-1	-3	-1

(next part)
[21] CC(=O)N1CCN=C1SCc1ccccc1Cl
[22] O=C(C[n+]1ccsc1)c1ccccc1
[23] CCOC(CNC(=O)Cn1nc(C)c2ccccc21)OCC
[24] COc1ccc(CNc2nc(-c3cccnc3)nn2C(C)=O)cc1
[25] O=C(CCC1CCCCC1)Nc1ccccc1-c1ccccc1
[26] CC1(C)CC(=O)C=C(N2CCOCC2)C1
[27] CC1CCCCC1NC(=O)c1ccc2c(c1)[nH]c(=O)n2C1CCCC1 (stereo not drawn)
[28] CCCCOC(=O)C1=C(C)NC2=C(C(=O)CCC2)C1c1cc(OC)ccc1OC (stereo not drawn)
[29] NC(=O)CSc1nc2sc3c(c2c2ncnn12)CCCC3
[30] O=C(Cc1cccs1)Nc1ccon1

Compound	21	22	23	24	25	26	27	28	29	30
STAT1 inh	-3	-3	3	-14	2	-1	-5	-15	-4	-8
APP 5'UTR act	2	1	13	7	-11	7	-1	13	2	-3
Redox H2O2 prof	-0.9	0.0	-0.7	-0.3	1.6	-0.3	-0.7	0.0	0.8	2.0
STAT3 act	103	93	101	101	103	104	97	106	88	103
STAT1 act	103	103	97	112	98	100	104	113	103	107
NF-kB expr up	1.2	1	1.1	0.88	1.1	1.1	0.66	1.3	1.1	1.3
HMGR II inh	4	-1	0	-6	-5	1	2	3	-2	4
STAT3 blocker	6	11	0	0	8	3	9	-1	18	3
Hsp70 activator	-0.3	-0.3	0.0	0.0	-0.2	0.2	-0.3	-0.1	0.0	-0.4
TLR4-MyD88 BLA	-1	4	-2	-7	6	-4	1	-7	-9	6

[31] O=C(Nc1c2c(nn1-c1ccc(F)cc1)CSC2)c1ccc(S(=O)(=O)N2CCOCC2)cc1
[32] N#C/C(=C\c1ccc(N2CCOCC2)o1)C(=O)Nc1ccc(O)cc1
[33] Cc1cc(N2CCN(C(c3ccccc3)c3ccccc3)CC2)n2ncnc2n1
[34] Cc1cccnc1NC(=O)Cn1nc(C)c([N+](=O)[O-])c1C
[35] O=C1c2oc3ccc(F)cc3c(=O)c2C(c2ccccc2)N1CC1CCCO1 (stereo not drawn)
[36] CCCCN(C)C(=O)c1coc(=O)c2ccccc12
[37] COCC(=O)NNC(=S)Nc1cccc(C)c1C
[38] CCN(CC)CCCNC(=O)CC1Oc2ccc(C)cc2NC1=O (stereo not drawn)
[39] Cc1sc(N/N=C/c2ccco2)nc1-c1ccccc1
[40] O=C(OCc1ccc([N+](=O)[O-])cc1)C1CCN(S(=O)(=O)c2ccccc2)CC1

Compound	31	32	33	34	35	36	37	38	39	40
STAT1 inh	3	-28	-7	3	1	-1	4	-1	1	17
APP 5'UTR act	-9	22	-2	-7	5	4	1	-7	15	6
Redox H2O2 prof	-0.4	-0.4	-0.6	0.1	-0.3	1.6	-0.1	-2.8	-0.4	-0.6
STAT3 act	103	89	99	94	106	100	98	102	93	97
STAT1 act	97	125	106	97	99	101	94	101	99	85
NF-kB expr up	0.97	2.1	0.97	1.2	1	1.1	1.2	0.88	1.4	1.2
HMGR II inh	-2	0	-1	-3	5	-2	1	-4	-12	0
STAT3 blocker	0	14	4	5	-4	6	9	6	11	1
Hsp70 activator	0.7	-0.2	-0.1	-0.1	-0.1	-0.4	-0.2	0.1	0.0	-0.1
TLR4-MyD88 BLA	-15	-10	2	-6	6	-4	9	8	-13	-4

One compound at a time, as listed above. Values in the order: STAT1 inh | APP 5'UTR act | Redox H2O2 prof | STAT3 act | STAT1 act | NF-kB expr up | HMGR II inh | STAT3 blocker | Hsp70 activator | TLR4-MyD88 BLA
Record of CCCCOC(=O)C1=C(C)NC2=C(C(=O)CCC2)C1c1cc(OC)ccc1OC (stereo not drawn) → -15 | 13 | 0.0 | 106 | 113 | 1.3 | 3 | -1 | -0.1 | -7
Record of CC(C)c1ccc(N2C(=O)CSC23C(=O)N2CCCc4cccc3c42)cc1 (stereo not drawn) → -1 | 10 | 0.1 | 106 | 105 | 0.97 | -4 | -6 | -0.3 | 7

Further records follow:
[41] Cc1sc2nc(CSc3cccc(C(F)(F)F)c3)[nH]c(=O)c2c1C
[42] Cc1ccc(C(=O)COC(=O)CNS(=O)(=O)c2ccccc2)cc1[N+](=O)[O-]
[43] O=C1CC(c2cc(Br)ccc2F)c2cc3c(cc2N1)CCC3 (stereo not drawn)
[44] COc1cc2c(C(=O)N3CCCc4ccccc43)cn(C)c(=O)c2cc1OC
[45] O=C(CC1C(=O)NC2CCCCC2N1C(=O)c1ccc([N+](=O)[O-])cc1)Nc1ccccc1 (stereo not drawn)
[46] O=C1c2cccnc2C(=O)N1c1cccc(-c2nc3ccccc3o2)c1
[47] c1ccc(OCc2nnc3sc(C4COc5ccccc5O4)nn23)cc1 (stereo not drawn)
[48] O=C(CSc1ccc2nnc(-c3cccc(F)c3)n2n1)NCC1CCCO1 (stereo not drawn)
[49] Cc1cc([N+](=O)[O-])nn1CCCC(=O)NCc1ccc(F)cc1
[50] COc1ccc(NC(=O)COC(=O)CCCc2c[nH]c3ccccc23)cc1

Compound	41	42	43	44	45	46	47	48	49	50
STAT1 inh	-8	3	1	-5	2	-20	7	0	-4	10
APP 5'UTR act	-10	4	-41	15	9	33	-4	21	-3	-5
Redox H2O2 prof	0.6	-3.9	3.3	-0.1	-0.4	1.6	-1.0	2.5	0.0	-0.1
STAT3 act	92	100	95	98	96	95	106	102	96	111
STAT1 act	107	97	99	103	98	118	94	100	103	91
NF-kB expr up	1.6	1.1	1.3	1.1	1.4	1.7	1.3	0.95	1.2	1
HMGR II inh	-2	-3	0	4	-1	-2	-8	-1	-5	-1
STAT3 blocker	5	5	16	8	14	10	1	0	10	-5
Hsp70 activator	0.0	-0.1	-0.2	-0.2	-0.1	0.5	-0.4	0.0	-0.1	-0.3
TLR4-MyD88 BLA	-5	0	22	1	-20	-6	-10	0	6	-4

[51] CC(=O)Nc1ccc(Nc2c([N+](=O)[O-])cc(S(C)(=O)=O)cc2[N+](=O)[O-])cc1
[52] CCc1ccc(N/C(N)=N/c2nc(CSc3ncccn3)cc(=O)[nH]2)cc1
[53] CN1CCN(S(=O)(=O)c2cccc(S(=O)(=O)c3ccc(Cl)c(Cl)c3)c2)CC1
[54] CCN(CC)c1ncnc2c1ncn2Cc1c(Cl)cccc1Cl
[55] CC(=O)N/N=C/c1cc(C(C)(C)C)cc(/C=N/NC(C)=O)c1O
[56] CCCOc1cccc(-c2nc3ccccc3c(=O)o2)c1
[57] CC(=O)Nc1ccc(S(=O)(=O)Nc2ccc(NC(=O)c3ccco3)cc2)cc1
[58] Cc1cc(C)c2c(n1)nn1c(N3CCOCC3)cc(C)nc21

Compound	51	52	53	54	55	56	57	58
STAT1 inh	4	21	6	1	9	9	3	-4
APP 5'UTR act	-6	-9	-7	-2	-14	47	-18	-8
Redox H2O2 prof	0.0	-0.6	3.8	-0.4	-0.2	-0.6	0.1	2.3
STAT3 act	91	81	102	98	102	109	95	105
STAT1 act	96	78	95	99	90	90	97	103
NF-kB expr up	1.5	1	1	0.99	1.1	2.5	0.89	x
HMGR II inh	-8	1	3	0	1	-5	-6	x
STAT3 blocker	7	28	2	5	0	-9	10	-1
Hsp70 activator	-0.4	0.0	-0.1	-0.1	-0.4	-0.1	-0.3	-0.4
TLR4-MyD88 BLA	-7	-2	-6	-2	5	5	0	6
